Growth percent in the NCI-60 one-dose screen (48 h, 10 µM unless noted): 100 = growth as untreated, 0 = no growth, -100 = all killed.
RPMI-8226 – RPMI-8226 leukemia cells; AID 1794781; 77,000 compounds, 7.5% hits
MCF7 – MCF7 breast cancer; 82,000 compounds, 6.3% hits; AID 1794796
MOLT-4 – MOLT-4 leukemia cells | 80,000 compounds, 6.9% hits
MDA-MB-231 – MDA-MB-231 breast cancer. 81,000 compounds, 5% hits. AID 1794789
SR – SR leukemia cells; 73,000 compounds, 8.7% hits
MDA-MB-468 – MDA-MB-468 breast cancer | 78,000 compounds, 8.5% hits | AID 2202374
CCRF-CEM – CCRF-CEM leukemia. 77,000 compounds, 7% hits. AID 1794778
K-562 – K-562 leukemia | 78,000 compounds, 7.4% hits | AID 1794777
* marks the source's active call; other numbers are inactive results; . = not tested or not shown; ! = not confirmed by another sample; [ ] = another dose, or the depositor's remark. Rule for the calls: active = growth percent below 10; inactive = the rest.

structure	RPMI-8226	MCF7	MOLT-4	MDA-MB-231	SR	MDA-MB-468	CCRF-CEM	K-562
CNC(=O)c1cc(Oc2ccc3nc(NC(=O)CN4CCN(c5ccc(F)cc5)CC4)sc3c2)ccn1	56	49	54	66	78	23	60	42
N=C1C(c2nc(-c3ccc(Br)cc3)cs2)=C(O)CN1Cc1cccnc1	70	78	69	79	55	.	.	50
Cc1ccc(-c2nn(-c3ccccc3)cc2/C=C/C(=O)NNC(=O)Nc2ccc(Cl)cc2)cc1	92	94	102	79	72	112	.	104
CC(C)(C)NC(=O)C1(N2C(=O)c3ccccc3C2=O)CCCC1	.	108	88	87	95	99	97	85
COc1ccc(/C=C/C(=O)c2ccc(-n3cc(CN4CCN(c5cc6c(cc5F)c(=O)c(C(=O)O)cn6C5CC5)CC4)nn3)cc2)cc1OC	-16*	16	11	55	-12*	-7.2*	3.0*	7.8*
COc1cc(/C=C/c2c(-c3ccc(F)cc3)nc3sc(-c4ccccc4)c(-c4ccccc4)n23)cc(OC)c1OC	79	90	71	89	86	89	81	95
CC(C)(O)CCc1ccc(O)cc1	.	103	93	100	98	96	.	99
Cn1c(=O)c2c(ncn2CCOC(=O)C(C)(C)Oc2ccc(Cl)cc2)n(C)c1=O	89	108	99	97	103	.	89	106
COc1ccc(-c2ccc(NC(=O)Nc3ccc(Cl)cc3)c(C)n2)cc1OC	89	89	71	102	84	97	99	81
Cc1ccc(Br)cc1C(=O)O	99	96	107	124	113	98	96	104
O=C(O)C(=Cc1c2ccccc2cc2ccccc12)C(=O)O	103	97	92	103	102	116	101	100
COc1cc(-c2cc(-c3ccc(Nc4ccnc5cc(Cl)ccc45)cc3)nc(N3CCOCC3)n2)cc(OC)c1OC	-5.2*	4.3*	20	-15*	-11*	-44*	-5.0*	7.4*
CN(C)CCOC1(Cc2ccc(Cl)cc2Cl)CCC(C(C)(C)C)CC1 (configuration not stated)	-10*!	-88*	-17*	-26*	-30*	-87*	-9.8*	-48*
Cc1ccccc1NC(=O)Cc1csc2[n+]1C(=O)/C(=C/c1ccc([N+](=O)[O-])cc1)S2	91	93	88	98	80	116	99	88
c1ccc(CC[n+]2cccc3ccccc32)cc1	94	88	107	97	90	40	90	81
CC1(C)CCC(=S)N1	105	98	116	90	122	103	102	109
CCCCCCCCCCCCCCCCCC1=Nc2cc(C)c(C)cc2NC(=O)C1	100	97	96	111	92	103	94	93
CCc1c(C)c2ccc3c(c2oc1=O)N=C(c1ccc(C)cc1)CO3	88	98	97	106	88	104	95	.
CCOC(=O)C1=C(c2ccccc2)N=c2s/c(=C/c3ccc(Br)cc3)c(=O)n2C1c1ccc(O)cc1 (configuration not stated)	74	77	68	82	55	84	83	78
NS(=O)(=O)c1ccc(NC(=O)Nc2nccs2)cc1	103	99	143	101	124	99	102	115
O=c1oc2c(cnc3ccccc32)cc1-c1ccccc1	103	86	110	95	93	117	106	62
CCCCCC(=O)OC1CCC(C(C)(C)C)CC1 (configuration not stated)	103	97	98	106	.	106	102	104
Cc1ccc(C(=O)N2Cc3ccccc3CC2C(=O)N2CCCC2)cc1 (configuration not stated)	102[50 µM]	105[50 µM]	104[50 µM]	99[50 µM]	114[50 µM]	99[50 µM]	102[50 µM]	115[50 µM]
COc1ccc(-c2nc(-c3ccccc3)c(-c3ccccc3)n2C2CC2)cc1OC1CCCC1	38	34	19	55	.	41	24	28
Cc1ccccc1N1CCN(C(=S)c2ccc3c(c2)OCO3)CC1	91	93	74	101	.	.	91	86

Part of the list above, with values under each structure.
Values run as follows: RPMI-8226, MCF7, MOLT-4, MDA-MB-231, SR, MDA-MB-468, CCRF-CEM, K-562
CNC(=O)c1cc(Oc2ccc3nc(NC(=O)CN4CCN(c5ccc(F)cc5)CC4)sc3c2)ccn1
→ 56, 49, 54, 66, 78, 23, 60, 42
N=C1C(c2nc(-c3ccc(Br)cc3)cs2)=C(O)CN1Cc1cccnc1
→ 70, 78, 69, 79, 55, ., ., 50
Cc1ccc(-c2nn(-c3ccccc3)cc2/C=C/C(=O)NNC(=O)Nc2ccc(Cl)cc2)cc1
→ 92, 94, 102, 79, 72, 112, ., 104
CC(C)(C)NC(=O)C1(N2C(=O)c3ccccc3C2=O)CCCC1
→ ., 108, 88, 87, 95, 99, 97, 85
COc1ccc(/C=C/C(=O)c2ccc(-n3cc(CN4CCN(c5cc6c(cc5F)c(=O)c(C(=O)O)cn6C5CC5)CC4)nn3)cc2)cc1OC
→ -16*, 16, 11, 55, -12*, -7.2*, 3.0*, 7.8*
COc1cc(/C=C/c2c(-c3ccc(F)cc3)nc3sc(-c4ccccc4)c(-c4ccccc4)n23)cc(OC)c1OC
→ 79, 90, 71, 89, 86, 89, 81, 95
CC(C)(O)CCc1ccc(O)cc1
→ ., 103, 93, 100, 98, 96, ., 99
Cn1c(=O)c2c(ncn2CCOC(=O)C(C)(C)Oc2ccc(Cl)cc2)n(C)c1=O
→ 89, 108, 99, 97, 103, ., 89, 106
COc1ccc(-c2ccc(NC(=O)Nc3ccc(Cl)cc3)c(C)n2)cc1OC
→ 89, 89, 71, 102, 84, 97, 99, 81
Cc1ccc(Br)cc1C(=O)O
→ 99, 96, 107, 124, 113, 98, 96, 104
O=C(O)C(=Cc1c2ccccc2cc2ccccc12)C(=O)O
→ 103, 97, 92, 103, 102, 116, 101, 100
COc1cc(-c2cc(-c3ccc(Nc4ccnc5cc(Cl)ccc45)cc3)nc(N3CCOCC3)n2)cc(OC)c1OC
→ -5.2*, 4.3*, 20, -15*, -11*, -44*, -5.0*, 7.4*
CN(C)CCOC1(Cc2ccc(Cl)cc2Cl)CCC(C(C)(C)C)CC1 (configuration not stated)
→ -10*!, -88*, -17*, -26*, -30*, -87*, -9.8*, -48*
Cc1ccccc1NC(=O)Cc1csc2[n+]1C(=O)/C(=C/c1ccc([N+](=O)[O-])cc1)S2
→ 91, 93, 88, 98, 80, 116, 99, 88
c1ccc(CC[n+]2cccc3ccccc32)cc1
→ 94, 88, 107, 97, 90, 40, 90, 81

Continued:
structure	RPMI-8226	MCF7	MOLT-4	MDA-MB-231	SR	MDA-MB-468	CCRF-CEM	K-562
Nc1ncnc2c1ncn2C1OC(COP(=O)(O)OP(=O)(O)OP(=O)(O)O)C(O)C1O (configuration not stated)	78	101	94	113	92	100	82	84
CCC(CC)(CO)CO	.	99	100	120	87	97	106	97
CCCCCC(=O)OC1[C@@H](OC(=O)CCCCC)[C@@H](CNC(=O)NC)O[C@H]1n1cnc2c(NC(=O)Nc3ccccc3)ncnc21 (some centres not stated)	83	86	30	100	33	97	65	62
COc1ccc(NC(=O)CC[C@H](NC(=O)OC(C)(C)C)C(=O)OC(C)(C)C)cc1C(=O)Nc1cccc(C2CC(=O)c3c(cc(OC)c(OC)c3OC)O2)c1 (some centres not stated)	44	85	55	100	62	80	69	64
Cc1ccc(Nc2n[nH]c(-c3cccs3)c2C#N)cc1	92	71	92	84	101	91	90	94
Cc1ccc(-c2csc(=N)n2CC(=O)N2CCN(c3ccccc3)CC2)cc1	92	96	95	97	99	100	103	100
CC(C)C(C)(C)C(=O)C(C)(C)C(C)(C)C	96	97	110	.	100	90	107	97
COC(=O)COc1ccc(Cl)cc1	100	111	112	93	105	109	102	103
CS(=O)(=O)c1ccc2c(c1)c1c(n2C(=O)c2ccc(Cl)cc2)CCCC1	15	18	.	40	.	28	25	.
CC(C)S(=O)(=O)NC1=CN2CC=CC2CC1=O (configuration not stated)	110	91	97	111	110	108	101	90
Cc1ccc(S(=O)(=O)OCCC#N)cc1	104	98	103	117	96	107	99	100
CC(C)CSc1nc(N)nc2nc[nH]c12	123	92	99	84	92	102	129	95
CN(C)CCN=c1nc2c(c(N)n1-c1ccccc1)c(=S)n(-c1ccccc1)c(=S)n2-c1ccccc1	-4.6*	18	3.9*	-13*	35	-35*	-8.3*	-11*
Cc1nc2scc(-c3ccccc3)n2c(=O)c1CCO	102	89	106	97	.	101	103	98
COc1ccc(-c2ccn(CC(=O)N3CC(C)OC(C)C3)n2)cc1OC1CCCC1 (configuration not stated)	100	88	108	98	96	96	100	104
CC1=NN(c2cccc(Cl)c2)C(=O)/C1=C\c1cn(CC(O)CN2CCCCC2)c2ccccc12 (configuration not stated)	35	41	48	41	-8.3*	24	42	29
CCOC(=O)c1ccc2c(c1)NC(=O)[C@H]1CCCN21	99	99	116	114	88	107	104	103
CC(=O)N1C(CC(C)C)C(=O)N2C1N=NC21CCCC1 (configuration not stated)	101	96	112	102	100	94	100	106
COc1ccc(N2CCN(CC(=O)N3CCN(c4nnc(-c5ccc(Cl)cc5)c(-c5ccc(Cl)cc5)n4)CC3)CC2)cc1	-15*	37	-21*	84	.	79	21	22
CCC(CCOc1ccccc1)(C(=O)O)C(=O)O	109	94	102	105	101	120	108	95
COc1ccc2c(c1)CCc1cn[nH]c1-2	90	98	89	69	74	84	97	80
CCC(N)(CO)CO	107	90	114	114	101	82	114	110
CCN(CC)c1ccc(CNc2cc(C)nc3ccc(OC)cc23)cc1	-34*	77	4.5*	.	-22*	3.0*	23	-36*
COc1ccc2[nH]c(=O)c(CNc3ccc(Nc4nccc(-c5ccc(Cl)cc5)n4)cc3)cc2c1	78	72	48	85	54	88	76	69
OCc1cnccc1NCc1ccccc1	95	99	97	108	100	110	102	.

Profiles, looked up by structure. Values in the order: RPMI-8226	MCF7	MOLT-4	MDA-MB-231	SR	MDA-MB-468	CCRF-CEM	K-562
CC(C)S(=O)(=O)NC1=CN2CC=CC2CC1=O (configuration not stated) is listed as 110	91	97	111	110	108	101	90
COc1ccc(N2CCN(CC(=O)N3CCN(c4nnc(-c5ccc(Cl)cc5)c(-c5ccc(Cl)cc5)n4)CC3)CC2)cc1 is listed as -15*	37	-21*	84	.	79	21	22

The list goes on:
structure	RPMI-8226	MCF7	MOLT-4	MDA-MB-231	SR	MDA-MB-468	CCRF-CEM	K-562
Cc1ccccc1NC(=S)Nc1ccccc1O	102	95	101	94	118	100	106	84
O=C(CCCCCCN1CC(=O)N2[C@@H](c3ccc(C(F)(F)F)cc3)c3[nH]c4ccccc4c3C[C@H]2C1=O)NO	32	50	30	65	50	77	17	48
COc1cccc(/C=C/c2c(C(=O)c3ccccc3)c(C)nc3ccccc23)c1	83	93	82	102	87	97	94	75
COc1cc(NC(C)CCCN)c2nc(C)ccc2c1Oc1ccc(F)cc1 (configuration not stated)	70	62	63	61	61	57	78	36
Clc1cccc(-c2cc(-c3ccccc3)[nH]n2)c1	72	68	52	56	123	93	96	49
COc1ccc(-n2cc3c(c2)-c2oncc2CC3)cc1	78	103	78	91	93	97	89	89
CSc1nc2c(c(=O)n1C)C1(C(=O)Nc3ccccc31)c1c(nc(SC)n(C)c1=O)N2	113	88	86	79	82	79	127	79
CC(=O)N1N=C(c2cccc(OCCCCOc3cccc(C4=NN(C(C)=O)C(c5ccc(C)cc5)C4)c3)c2)CC1c1ccc(C)cc1 (configuration not stated)	33	47	62	72	43	34	78	35
C/C(=N\C(N)=O)c1nc2ccccc2n1CCBr	93	88	94	89	87	105	102	103
COc1ccc(Cc2nnc3sc(-c4ccc(OC)cc4)nn23)cc1	94	91	101	92	95	97	100	97
Cc1cc2c(cc1[N+](=O)[O-])NC(CNC(C)C)CC2 (configuration not stated)	105	105	70	107	119	83	130	97
COC(=O)CNC(=O)COc1c(OC)c(OC)cc2oc(-c3cccc(C(=O)Nc4ccc(Cl)cc4)c3)cc(=O)c12	54	22	89	-1.2*	61	95	95	50
C#CCNC(=O)[C@]1(C)CCC[C@]2(C)[C@H]3C[C@H]4C(C(C)C)=C[C@]3(CC[C@H]21)[C@@H]1C(=O)CCC(=O)[C@@H]14	93	96	85	82	85	102	100	104

Compound activity deposited in PubChem by NCI.
